Bioassay records as filed in PubChem.
Nrf2 block – Nrf2 qHTS screen for inhibitors; A549 ARE-Fluc reporter, luciferase luminescence, 18-24 h; Potency, µM (series often up to 46 µM), inactives show at the highest dose activity change, negative = inhibition, most hits filed as inhibitors; 2.1% of 360,000 active; AID 504444, 2011; also: potency is read from the fitted curve at half-maximal effect; % is scaled to controls: 0 for no effect and ±100 for the full control effect; nearly all actives have a fitted effect of over 60% in size
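In this cell-based qHTS, ARE-driven firefly luciferase in A549 cells reports Nrf2 activity; the luminescent signal after BugLite lysis is the measured value, with a prior CellTiter-Fluor read for cell health.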
A549 tox – Nrf2 qHTS screen for inhibitors: counterscreen for cytotoxicity. Potency, µM (series often up to 46 µM), without a hit: at the top dose activity change, negative = cytotoxicity, usual class: inhibitors. 0.16% of 390,000 active. A549 ARE-Fluc cells, CellTiter-Fluor viability, 18-24 h; also: potency is read from the fitted curve at half-maximal effect; % is scaled to controls: 0 for no effect and ±100 for the full control effect
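A549 ARE_Fluc cells in 5% FBS OPTI-MEM were exposed to compounds in concentration-response for 18-24 h at 37 deg C. Viability was read by CellTiter-Fluor fluorescence (Ex 405/Em 525) after 30 min, before the luciferase read.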
HepG2 viability – qHTS for Inhibitors of TGF-b: Cytotox Counterscreen; HepG2 CAGA-GFP viability, ATP luminescence, 18 h; Potency, µM (doses to about 46.1 µM), inactives show top-dose activity change, negative = cytotoxicity, actives largely listed as cytotoxic; 0.76% of 410,000 active; also: potency is read from the fitted curve at half-maximal effect; some results filed as inactive show a strong effect at the top dose
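HepG2 CAGA-GFP cells (1000/well, DMEM with 1% FBS) received compound, then TGF-beta at 500 pg/mL final, and were incubated 18 hours at 37 degrees C. Viability was read by CellTiter-Glo luminescence. Media-only wells were set as complete cell-killing and DMSO as no toxicity.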
Nrf2 ARE act – qHTS of Nrf2 Activators; 0.31% of 410,000 active; AREc32 ARE-luciferase reporter (MCF7-derived line), luminescence, 24 h; Potency, µM (top dose mostly 46.1 µM), for inactives: at the highest dose activation, hits mostly activators; also: potency is read from the fitted curve at half-maximal effect; % of control where 0% means no effect; nearly all actives have a fitted effect of over 65% in size
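ARE-driven firefly luciferase activity in AREc32 cells measured after a 24 hr compound exposure at 37 deg C, using Steady-Glo reagent and a 30 min room-temperature hold.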
MCF10A rereplic – A quantitative high throughput screen for small molecules that induce DNA re-replication in MCF 10a normal breast cells | MCF 10A DNA re-replication, Hoechst nuclear intensity, 48 h | Potency, µM (series often up to 46.1 µM), for inactives: at the highest dose activity, positive = re-replication, usual class: activators | 2.9% of 350,000 active | AID 624296, 2012; also: potency is read from the fitted curve at half-maximal effect; % of control where 0% means no effect; nearly all actives have a fitted effect of over 50% in size
IL-1B inflam inh – qHTS for Inhibitors of Inflammasome Signaling: IL-1-beta AlphaLISA Primary Screen. THP-1 LPS/ATP IL-1B secretion, AlphaLISA, 16 h; stronger effect = lower value. activity change, % at 57.5 µM. 4.7% of 360,000 active. AID 743279, 2014; in the data active = activity change below about -50%; inconclusive = mostly about -30% to -49%; also: % is scaled to controls: 0 for no effect and ±100 for the full control effect
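THP-1 cells pretreated 1 hr with compounds (up to 57.5 uM final), then stimulated with LPS (250 ng/mL final) plus ATP (1.25 mM final); secreted IL-1B measured by AlphaLISA after 16 hr, decreased signal indicating inhibition.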
ATXN2 expr inh – Primary qHTS for Inhibitors of ATXN expression; HEK-293 ATXN2-luciferase reporter, luminescence, 24 h; Potency, µM (series often up to 57 µM), for the others: top-dose activity change, negative = inhibition, usual class: inhibitors; 0.72% of 360,000 active; AID 1745845, 2022; also: potency is read from the fitted curve at half-maximal effect; % is scaled to controls: 0 for no effect and ±100 for the full control effect; nearly all actives have a fitted effect of over 55% in size
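qHTS (up to 57 uM final) was run with 24 h compound exposure of reporter cells at 37 °C. Each well was multiplexed: SteadyGlo luminescence measured ATXN2-luciferase expression after a fluorogenic Gly-Phe-AFC viability readout (25 uM final).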
TGFb inhibitor – qHTS for Inhibitors of TGF-b; HepG2 CAGA-GFP TGF-b/SMAD3 reporter, GFP fluorescence, 18 h; TGF-beta stimulated, 500 pg/mL final; Potency, µM (top dose mostly 46.1 µM), for inactives: at the highest dose activity, negative = inhibition, actives largely listed as inhibitors; 1.2% of 410,000 active; also: potency is read from the fitted curve at half-maximal effect; % is scaled to controls: 0 for no effect and ±100 for the full control effect; nearly all actives have a fitted effect of over 65% in size
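Read-out: total well GFP (ex488/em500-530) summed from mean per-cell fluorescence. Cells: HEPG2 CAGA-GFP, 1% FBS DMEM, 18 h at 37 degrees C with 500 pg/mL final TGF-beta. Unstimulated wells served as the full-inhibition control; stimulated DMSO wells = 0%.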
ATXN viability – Viability Counterscreen for Primary qHTS for Inhibitors of ATXN expression | S2 cells (HEK-293 line with an ATXN2-luciferase reporter) viability, CellTiter-Fluor protease fluorescence, 24 h | Potency, µM (doses to about 56.7 µM), actives largely listed as cytotoxic | 0.49% of 400,000 active | AID 651635, 2014; also: potency is read from the fitted curve at half-maximal effect; nearly all actives have a fitted effect of over 40% in size
Active calls of the source: *; i = inactive; ? = inconclusive; · = not tested or not shown; & = joins results of further samples; [ ] = dose if it differs, or a comment. Unless noted, calls follow the shape of the dose curve; as a rule, active = well fitted curve in the direction sought with a large enough effect; inconclusive = small, poorly fitted or top-dose-only effect, or another doubt; inactive = no such curve, though single readings can be large; an effect the other way counts as inactive or inconclusive. Not a hit list. About 8.8% of those tested had a hit in this group.

Under each structure – Nrf2 block	A549 tox	HepG2 viability	Nrf2 ARE act	MCF10A rereplic	IL-1B inflam inh	ATXN2 expr inh	TGFb inhibitor	ATXN viability
(1) CCN(CC)C(=O)Cn1cc(C(=O)C(=O)NCc2cccs2)c2ccccc21
  3%	1%	5%	-0.2%	-1%	-9	10%	-1%	i
(2) COc1cc(OC)c(OC)cc1/C=C/c1nc2cc3ccccc3cc2c(=O)n1-c1ccc(F)cc1F
  ·	0%	-27%	-0.9%	·	·	·	?	·
(3) CC1=CC(C)(C)NC(=S)N1c1ccc(Cl)cc1
  -18%	2%	-22%	-0.4%	4%	-14	-9%	-7%	i
(4) O=[N+]([O-])c1cc(-c2nc(-c3ccncc3)no2)cc([N+](=O)[O-])c1
  ?	-2%	-6%	2.6%	1%	32	-3%	?	i
(5) O=C(O)c1ccc(CSc2nnc(-c3ccco3)o2)cc1
  -7%	5%	-4%	-0.3%	-2%	6	6%	2%	i
(6) CCOc1ccc(/C=N/NC(=O)c2nnn(-c3nonc3N)c2-c2cccs2)cc1
  -18%	-6%	0%	-0.1%	9%	-1	-4%	4%	i
(7) Cc1ccc2nc(Nc3ccccc3)c(/C=N/O)c(=O)n2c1
  ·	2%	6%	1.7%	?	?	-17%	-3%	i
(8) COc1cccc(OC)c1C(=O)NNC(=O)c1cccnc1
  -12%	-5%	-2%	-0.8%	-4%	8	-11%	4%	i
(9) Cc1nc2ccc(C(=O)N3CCSCC3)cc2s1
  0%	3%	1%	-0.4%	1%	10	29%	-14%	i
(10) C=C1CCN([C@@H](CC(C)C)C(=O)NCc2ccc(Cl)c(Cl)c2)S(=O)(=O)c2ccccc21
  -16%	-3%	-21%	-0.2%	-2%	-2	-22%	?	?
(11) CC(C)c1ccc2c(c1)c(SC(C)(C)C)c(CC(C)(C)C(=O)O)n2Cc1ccc(Cl)cc1
  ?	?	10µM*	1.2%	2.9µM*	25	-12%&-18%	10µM*	?
(12) Cc1c(NC(=O)NCc2ccccc2)c(=O)n(-c2ccccc2)n1C
  14%	-16%	13%	-1.2%	-2%	-3	0%	-3%	i
(13) Cc1cc(Cl)ccc1OCC(=O)N1CC(C)CC(C)C1 (stereo unspecified)
  ?	-1%	-52%	-0.5%	3%	-4	0%	-6%	?
(14) O=C(NC(=S)NC1CCS(=O)(=O)C1)c1cccs1 (stereo unspecified)
  12%	-2%	2%	-0.2%	-2%	16	0%	-2%	i
(15) CSc1ccccc1OCc1cc(C(=O)N2CCN(c3ccccc3)CC2C)no1 (stereo unspecified)
  -26%	-24%	-10%	2.3%	17%	11	43%[activator]	?	?

The list goes on:
nr | Compound | Nrf2 block | A549 tox | HepG2 viability | Nrf2 ARE act | MCF10A rereplic | IL-1B inflam inh | ATXN2 expr inh | TGFb inhibitor | ATXN viability
16 | CCOc1ccc(CCNC(=O)c2sc3nc4n(c(=O)c3c2C)CCCC4)cc1 | -4% | 1% | 2% | -0.7% | · | · | · | -29% | ·
17 | COc1ccc(CCC(=O)NC(C)c2ccccc2)cc1OC (stereo unspecified) | 7% | -4% | 2% | 0.3% | -4% | -10 | · | 0% | i
18 | COc1ccc(CCNC(=O)c2ccc(Cn3c(=O)c4ccccc4n(Cc4ccc(F)cc4Cl)c3=O)cc2)cc1OC | 17% | 1% | 1% | -1.6% | · | · | 11% | 11% | i
19 | Cc1noc(C)c1S(=O)(=O)N1CCCC(C(=O)N2CCc3ccccc3C2)C1 (stereo unspecified) | ? | -2% | 0% | 0.2% | 2% | 39 | -14% | -2% | ?
20 | C/C(=N\NC(=O)c1ccc(N(C)C)cc1)c1ccc(C)cc1C | 3% | -4% | 2% | 3.8% | 17% | 26 | -10% | 14% | ?
21 | CCC/C=C1/CCCOC(C(=O)NCc2ccc(C)o2)(C(F)(F)F)C1 (stereo unspecified) | 9%&-6% | 6%&-2% | -19%&1% | ? | ? | -63* | ? | ? | i
22 | CN(Cc1ccccc1)C1CCN(Cc2ccccc2[N+](=O)[O-])CC1 | -6% | -3% | -15% | -1.8% | ? | -17 | -14% | 2% | i
23 | COc1cc(OC)c(-c2c3cc(O)c(=O)cc-3oc3cc(O)c(O)cc23)cc1OC | ? | 16µM* | -10% | -2.0% | 3% | 10 | -31% | ? | 13µM*
24 | COC(OC)c1ccc(C#N)c(SCc2ccccc2)n1 | 14% | 6% | 10% | -0.5% | -2% | -7 | · | 26% | i
25 | O=C(c1ccc(-c2nc3ccccc3s2)s1)N1CCOCC1 | · | 4% | -51% | -0.9% | ? | -21 | ? | 4% | i
26 | CC(Sc1nc(=O)cc(N)n1CCc1ccccc1)C(=O)Nc1ccc(Cl)cc1 (stereo unspecified) | · | -1% | -16% | 5.9% | · | · | 7% | -6% | ?
27 | COc1ccc(CN2CCNC(=O)C2CC(=O)NCc2csc(C(C)C)n2)c(OC)c1 (stereo unspecified) | -5% | 11% | -8% | 8.9% | -22% | 8 | 2% | 0% | i
28 | Cc1cccc(OCCNc2ncccc2[N+](=O)[O-])c1 | · | · | 7% | 13% | · | -6 | · | 6% | i
29 | CCOC(=O)C1[C@H]2C(=O)N(CCCOC)C[C@]23C=C[C@H]1O3 (stereo partly specified) | · | -1% | 4% | 0.2% | -2% | 20 | 16% | 24% | i
30 | C[C@]12c3[nH]c4ccc(Cl)cc4c3CCN1C(=O)[C@@H](CC(=O)NCc1ccco1)C[C@@H]2C(=O)N1CCOCC1 | 7% | 0% | -30% | 3.6% | 10% | -3 | 7% | -29% | i
31 | O=C(Nc1ccc(F)cc1)c1cccnc1Oc1ccccc1 | 4% | -1% | 3% | -0.7% | -5% | -12 | 18% | 0% | i

The final 2 records of the part above lead into the next.
nr | Compound | Nrf2 block | A549 tox | HepG2 viability | Nrf2 ARE act | MCF10A rereplic | IL-1B inflam inh | ATXN2 expr inh | TGFb inhibitor | ATXN viability
30 | C[C@]12c3[nH]c4ccc(Cl)cc4c3CCN1C(=O)[C@@H](CC(=O)NCc1ccco1)C[C@@H]2C(=O)N1CCOCC1 | 7% | 0% | -30% | 3.6% | 10% | -3 | 7% | -29% | i
31 | O=C(Nc1ccc(F)cc1)c1cccnc1Oc1ccccc1 | 4% | -1% | 3% | -0.7% | -5% | -12 | 18% | 0% | i
32 | COc1cccc(C(C)NC(=O)c2c(F)cccc2Cl)c1 (stereo unspecified) | 5% | 0% | 3% | 0.0% | -3% | -2 | 3% | 23% | i
33 | O=C1CCN(C(=O)CSc2ccc(Cl)cc2)N1 | 12% | -2% | 8% | -0.4% | 20% | 0 | -13% | -7% | i
34 | C=C(Cl)COC(=O)C1C2C=CC(C2)C1C(=O)O (stereo unspecified) | · | -2% | 2% | 0.4% | -2% | 8 | -25% | 34% | i
35 | CCCOc1ccc(CNC(=O)c2ccc(C)c(-n3c(C)nc4cccnc43)c2)cc1 | -13% | 0% | -3% | 4.3% | · | · | · | ? | ·
36 | Cc1ccc(C(=O)OCC(=O)NC2CCCC2)cc1C | 2% | -6% | 1% | -0.2% | -24% | -14 | 8% | -5% | i
37 | Clc1ccc(OCCCCSc2ncccn2)cc1 | 1% | -5% | -12% | 2.8% | 14% | ? | 17% | -16% | i
38 | CCc1nc2ccc(C(=O)N3CCN(C(=O)c4ccco4)CC3)cn2c1N(C)C(=O)C1CCCCC1 | · | · | -15% | -0.2%[9.22 µM] | · | -21 | 9% | -8% | i
39 | CC(C)(C)c1ccc(C(=O)Nc2cccc(S(=O)(=O)NC3=NCCC3)c2)cc1 | ? | -11% | -36% | -0.6% | -9% | ? | -29% | -27% | i

Entries listed so far printed as active in TGFb inhibitor.
nr	Structure	Nrf2 block	Nrf2 ARE act	IL-1B inflam inh	TGFb inhibitor
11	CC(C)c1ccc2c(c1)c(SC(C)(C)C)c(CC(C)(C)C(=O)O)n2Cc1ccc(Cl)cc1	?	1.2%	25	10µM*

(cont.)
nr | Compound | Nrf2 block | A549 tox | HepG2 viability | Nrf2 ARE act | MCF10A rereplic | IL-1B inflam inh | ATXN2 expr inh | TGFb inhibitor | ATXN viability
40 | C[C@H](CO)N1C[C@H](C)[C@@H](CN(C)C(=O)Nc2cccc3ccccc23)OCCCC[C@H](C)Oc2ccc(NS(=O)(=O)c3cn(C)cn3)cc2C1=O | · | · | 0% | 0.9% | · | -10 | 13% | -24% | i
41 | CCN(CC)CCNc1ncnc2c1cnn2-c1cc(Cl)ccc1C | · | 14% | -58% | 9.1% | · | · | -33% | -21% | i
42 | Cc1ccc(NS(=O)(=O)c2cc(C(=O)NCc3ccccn3)ccc2Cl)cc1 | -8% | -10% | 0% | -0.6% | -5% | 10 | -3% | -15% | i
43 | O=C1N[C@@H](Cc2c[nH]c3ccccc23)COC(=O)[C@@H](Cc2ccc(F)cc2)CC/C=C/C[C@@H]1CC(=O)N(CCO)Cc1ccccc1 | ? | ? | -2% | -0.7% | -5% | -60* | ? | 8.9µM* | ?
44 | Fc1ccc(Nc2cccc3nccnc23)cc1 | 8% | 7% | -5% | 4.5% | -2% | 17 | 26% | -11% | i

Rewritten in transposed form: entries from further up
40: C[C@H](CO)N1C[C@H](C)[C@@H](CN(C)C(=O)Nc2cccc3ccccc23)OCCCC[C@H](C)Oc2ccc(NS(=O)(=O)c3cn(C)cn3)cc2C1=O
44: Fc1ccc(Nc2cccc3nccnc23)cc1

| entry no. | 40 | 44 |
| --- | --- | --- |
| Nrf2 block | · | 8% |
| A549 tox | · | 7% |
| HepG2 viability | 0% | -5% |
| Nrf2 ARE act | 0.9% | 4.5% |
| MCF10A rereplic | · | -2% |
| IL-1B inflam inh | -10 | 17 |
| ATXN2 expr inh | 13% | 26% |
| TGFb inhibitor | -24% | -11% |
| ATXN viability | i | i |
